# hcDAF12 agonist: H. contortus DAF-12 nuclear receptor activators, primary screen, cell-based, luminescence, HEK293, lit1-tk-luc reporter; HEK293 hcDAF-12 lit1-tk-luc reporter; 0% DMSO, 100% Δ7-dafachronic acid; activation, % at 6.8 µM; 370,000 tested, 1.4% active;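 active = activation above the mean of all tested compounds plus 3 SD, cut at about 5.5% in these data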;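 note: 100% = response to 3 µM Δ7-dafachronic acid high control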
# DAX1 inh-1: DAX1 (NR0B1) inhibitors, primary screen, cell-based, HEK293, Gal4-DAX1, luciferase luminescence | Nuclear receptor subfamily 0 group B member 1 (Homo sapiens), P51843 | HEK293 Gal4-DAX1 luciferase reporter | 340,000 tested, 0.99% active | AID 504766, 2011 | inhibition, % at 6.75 µM;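 active = inhibition above the mean over all tested compounds plus 3 SD, cut at about 4.2% in these data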;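 note: 0% = DAX1-transfected cells with DMSO and 100% = empty-vector control cells with DMSO; inhibition shows as a rise in luminescence from relieved DAX1 repression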
# Target sequence (P51843 207-470 limits assumed): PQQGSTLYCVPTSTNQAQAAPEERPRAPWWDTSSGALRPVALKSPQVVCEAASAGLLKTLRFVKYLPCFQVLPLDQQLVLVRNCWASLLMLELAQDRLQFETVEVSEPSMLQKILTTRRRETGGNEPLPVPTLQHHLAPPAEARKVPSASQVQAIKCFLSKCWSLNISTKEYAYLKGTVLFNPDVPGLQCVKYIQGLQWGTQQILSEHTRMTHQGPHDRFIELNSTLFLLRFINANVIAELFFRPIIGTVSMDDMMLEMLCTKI
# HGIII-sPLA2 inh: human group III sPLA2 inhibitors, primary screen, biochemical, QFRET, BODIPY PC-A2 liposome substrate; inhibition, % at 12.2 µM; QFRET BODIPY PC-A2 liposome hydrolysis, fluorescence; Group 3 secretory phospholipase A2 (Homo sapiens), Q9NZ20; 370,000 tested, 0.56% active;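 active = inhibition above mean plus 3 SD of compounds lying within the high and low control bounds, cut at about 19% in these data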;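 note: 0% = median of test compound wells and 100% = no enzyme DMSO wells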
# Target sequence (Q9NZ20 whole entry, looked up): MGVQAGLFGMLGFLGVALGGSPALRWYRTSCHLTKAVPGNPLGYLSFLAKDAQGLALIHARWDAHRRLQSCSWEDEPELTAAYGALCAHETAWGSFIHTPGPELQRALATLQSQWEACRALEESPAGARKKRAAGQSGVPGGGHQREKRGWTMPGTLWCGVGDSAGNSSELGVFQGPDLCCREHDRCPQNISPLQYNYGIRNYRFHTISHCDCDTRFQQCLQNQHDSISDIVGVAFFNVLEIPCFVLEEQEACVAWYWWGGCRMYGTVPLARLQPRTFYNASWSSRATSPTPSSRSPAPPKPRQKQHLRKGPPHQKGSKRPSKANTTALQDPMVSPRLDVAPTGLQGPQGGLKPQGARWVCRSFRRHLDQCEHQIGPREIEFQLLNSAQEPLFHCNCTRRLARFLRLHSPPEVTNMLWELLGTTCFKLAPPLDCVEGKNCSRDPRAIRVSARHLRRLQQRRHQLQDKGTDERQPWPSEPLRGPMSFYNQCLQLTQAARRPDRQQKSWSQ
# GC-A act: GC-A stimulated cGMP production enhancers – HEK293 GC-A cells, cGMP TR-FRET, EC30 ANP, primary screen; AID 1671463, 2021; Atrial natriuretic peptide receptor 1 (Homo sapiens), P16066; 370,000 tested, 0.14% active; activation, % at 10 µM; 0% at EC30 ANP, 100% saturating ANP; in the data active = activation above about 40%
# proKLK7 act: proKLK7 zymogen activators, primary screen, biochemical, fluorescence intensity. Kallikrein-7 (Homo sapiens), P49862. purified proKLK7, EDANS-DABCYL substrate fluorescence; 100% is mature enzyme control, 0% vehicle. activation, % at 7 µM. 370,000 tested, 0.9% active. AID 652039, 2013;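 active = activation above the mean of all tested compounds plus 3 SD, computed per campaign excluding outliers beyond control limits, cut at about 13% in these data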
# Target sequence (P49862 whole entry, looked up): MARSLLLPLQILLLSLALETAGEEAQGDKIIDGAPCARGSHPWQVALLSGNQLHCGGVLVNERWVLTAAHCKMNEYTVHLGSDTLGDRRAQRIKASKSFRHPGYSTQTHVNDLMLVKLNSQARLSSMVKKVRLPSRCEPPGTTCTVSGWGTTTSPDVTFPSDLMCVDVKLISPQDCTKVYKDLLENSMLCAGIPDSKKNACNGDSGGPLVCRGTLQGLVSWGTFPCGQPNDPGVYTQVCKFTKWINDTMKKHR
# SMARCA2 activ: SMARCA2 (BRM) function activators, primary screen, cell-based, luminescence, high throughput | MG213 cells, MMTV-luciferase reporter, dexamethasone, overnight | 370,000 tested, 1% active | activation, % at 9.1 µM; in the data active = activation above about 7.8%;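 note: 0% = vehicle wells and 100% = reference activator wells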
# FXN GAA850 act: FXN promoter activators, primary screen, cell-based, luciferase luminescence, HEK293 lucGAA850; activation, % at 6 µM; 360,000 tested, 0.56% active; HEK293 lucGAA850 FXN promoter luciferase reporter, 24 h; percent of 10 µM SAHA response;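 active = activation above the average of all compounds screened plus 3 SD, cutoff fixed separately per campaign, cut at about 7.5% in these data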;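 note: 0% = DMSO wells and 100% = 10 µM SAHA wells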
# ssDAF-12 act: S. stercoralis DAF-12 nuclear receptor activators, primary screen, cell-based, luminescence, HEK293, GRIP1 co-expression, lit1-tk-luc. activation, % at 6.8 µM. Nuclear hormone receptor DAF-12 (Strongyloides stercoralis). HEK293 ssDAF-12/GRIP1 lit1-tk-luc reporter; % of 3 µM dafachronic acid response. 370,000 tested, 1% active;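 active = activation above the mean over all tested compounds plus 3 SD, cut at about 0.9% in these data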;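 note: 0% = DMSO-only wells and 100% = 3 µM delta7-dafachronic acid wells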
# DAX1 inh-2: DAX1 (NR0B1) inhibitors on StAR promoter, primary screen, cell-based, luminescence, SF-1 (NR5A1), full-length DAX-1; HEK293T StAR-luciferase reporter, SF-1/DAX-1 repression relief; inhibition, % at 6.8 µM; 370,000 tested, 1.1% active; AID 652010, 2013;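 active = inhibition above the mean over all tested compounds plus 3 SD, cut at about 3.6% in these data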;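 note: 0% = DAX-1 cells with DMSO and 100% = cells lacking DAX-1 with DMSO; higher inhibition means more luminescence from relief of DAX-1 repression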
# NPR2 activator: human GC-B receptor activators, primary screen, HEK293 GC-B cells, cGMP TR-FRET, EC30 CNP. 0% at EC30 CNP, 100% saturating CNP. 370,000 tested, 0.11% active. Atrial natriuretic peptide receptor 2 (Homo sapiens), P20594. activation, % at 10 µM;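 active = activation at 10 µM reaching about 35% in either raw or pattern-adjusted values, limit read from the data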
# hgDAF12 agonist: H. glycines DAF-12 receptor agonists, primary screen, cell-based, luminescence, HEK293, GAL4 fusion, UAS-luciferase; HEK293 GAL4-hgDAF12 UAS-luciferase reporter, agonist luminescence; normalized to butyrate control; Nuclear hormone receptor DAF-12 (Heterodera glycines), GAL4 fusion; activation, % at 6.8 µM; 370,000 tested, 1.8% active; AID 687014, 2013;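 active = activation above a cutoff set at the mean of all screened compounds plus 3 SD, cut at about 10% in these data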;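 note: 0% = DMSO wells and 100% = sodium butyrate wells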
# Numbers without * were called inactive; · = not tested or not shown.
SMILES,hcDAF12 agonist,DAX1 inh-1,HGIII-sPLA2 inh,GC-A act,proKLK7 act,SMARCA2 activ,FXN GAA850 act,ssDAF-12 act,DAX1 inh-2,NPR2 activator,hgDAF12 agonist
Cn1ccnc1CC(C)(O)c1ccccc1 (stereo unspecified),-0.1,0.7,3.6,1.6,0.2,4.1,0.8,-1.5,-1.4,2.8,2.5
CCc1ccc(C2C(=O)c3ccccc3C2=O)cc1,1.9,1.7,10.6,3.0,0.0,-6.3,2.2,-0.8,0.4,-13.0,-0.4
Cc1ccc(Nc2nnc(SCC(=O)c3ccc(O)cc3O)s2)cc1,1.6,0.3,-71.2,-5.7,0.3,-1.7,2.3,-1.1,0.3,-1.6,1.9
Cc1cc(C(=O)CSc2nnc(N)s2)c(C)n1C1CC1,0.2,1.5,8.6,1.7,0.5,3.1,4.0,0.1,5.6*,-3.5,4.1
C=CCN1C(C(=O)OC)CN(Cc2cn(Cc3ccccc3)nn2)CCS1(=O)=O (stereo unspecified),1.4,·,1.5,3.6,0.4,1.7,·,-1.7,-0.2,1.8,0.9
NC(=O)/C(=C\c1ccco1)NC(=O)c1ccco1,1.4,2.1,-0.1,-0.1,2.5,0.3,1.3,-1.4,1.0,-4.5,-2.8
CC(C)(C)OC(=O)NCCCCCNC(=O)c1[nH]cnc1C(=O)Nc1ccon1,-0.8,0.7,4.8,-1.6,0.5,0.8,0.0,-1.1,-0.1,0.2,-0.8
Cc1ccc(S(=O)(=O)N2CCCCC2)cc1NC(=O)CSc1nncn1-c1ccccc1,-2.8,0.3,-9.8,2.4,-0.1,-1.7,0.3,-1.9,0.1,1.9,-1.4
Cc1ccc(C2=NOC(=O)/C2=C\c2ccccc2)cc1,-0.6,0.5,4.8,6.6,0.7,0.1,0.1,-1.4,-0.3,0.8,-0.3
NC(=O)c1ccc(NCC2CCCO2)c([N+](=O)[O-])c1 (stereo unspecified),-0.9,0.0,4.3,-3.0,-0.6,-1.6,1.5,-1.1,-0.1,-0.2,-1.2
COc1ccc(NC(=O)C(Cc2ccccc2)NC(=O)c2ccco2)cc1OC (stereo unspecified),5.0,0.7,-2.1,-3.3,0.1,-2.0,-1.2,0.1,0.1,3.2,-0.6
Cc1onc(-c2ccccc2)c1C(=O)OCCOc1ccccc1F,-0.9,-2.0,-7.9,-1.2,0.3,-1.6,-1.2,-1.5,-0.2,-5.8,0.6
CCOc1ccc(NC(=O)Cc2ccccc2)c([N+](=O)[O-])c1,0.2,-1.4,0.0,3.2,0.6,-1.5,1.9,-1.1,-0.5,4.2,4.1
CCOC(=O)C1CCCN(C(=O)c2sc3nc(-c4ccc(F)cc4)cn3c2C)C1 (stereo unspecified),-1.9,-1.2,-10.8,12.3,0.5,-1.2,3.6,-1.9,-2.0,16.7,-2.8
CC(C)(C)c1ccc(-c2nn(CCC#N)cc2/C=N/O)cc1,-2.5,-0.2,-11.2,-1.1,0.1,1.0,0.4,-2.1,-0.8,-0.7,-3.0
C[C@@H]1CN([C@@H](C)CO)S(=O)(=O)c2ccc(C#Cc3cccc(F)c3)cc2O[C@H]1CN(C)S(=O)(=O)c1cn(C)cn1,-3.8,-0.5,-29.3,13.6,-0.8,-2.6,-1.6,-0.7,-2.2,0.7,-5.1
CC(C)O/N=C1\C(=O)N(c2ccccc2)c2ccccc21,-1.4,-0.1,-3.6,0.5,-0.2,-0.6,1.6,-1.1,-0.2,-0.6,0.5
Cn1c(=O)n(CC(=O)Nc2ccccc2)c2ccccc21,-1.4,0.6,1.7,-2.9,0.7,0.5,-1.9,-1.6,0.3,4.5,-0.4
CCOC(=O)Cc1csc(NC(=O)c2sc3nc4cc(C)ccc4cc3c2N)n1,3.5,0.6,0.6,6.9,1.6,-1.4,3.0,0.3,0.2,4.6,5.6
CC(CN1CCOCC1)OC(=O)C(C)(c1ccccc1)c1ccccc1 (stereo unspecified),-2.4,0.1,-1.3,-0.7,0.1,-6.0,2.1,-1.0,-0.1,-2.1,0.5
O=[N+]([O-])c1ccc(Sc2ccccc2)nc1,0.9,1.8,3.9,6.0,-0.4,-0.5,2.4,-0.6,-0.5,-0.7,1.1
CCN(c1ccccc1)S(=O)(=O)c1ccc(C(=O)NCCCn2ccnc2)cc1,-1.3,-0.2,-8.8,3.4,0.2,-0.2,-1.3,-1.1,-0.3,3.0,-0.8
COc1ccc(Nc2nc(-c3cccs3)nc3ccccc23)cc1S(=O)(=O)N1CCOCC1,-2.6,-3.3,-38.8,6.1,-13.2,-1.0,-7.4,-1.1,-3.2,12.8,-6.2
COc1cc(/C=N/NC(=O)c2cccc(S(=O)(=O)N3CCCC3)c2)cc(OC)c1O,-1.6,-0.7,-0.1,-3.8,-0.5,-0.6,-1.2,-1.2,-1.3,-7.7,-1.3
CC1CN(C(=O)Nc2ccc(Br)cc2Cl)CC(C)O1 (stereo unspecified),-0.2,-0.6,-1.6,3.8,0.4,-1.0,1.7,-2.1,0.1,4.6,-0.1
Cc1ccc(C)c(NC(=O)NCCN2CCCCC2)c1,-1.4,1.1,-3.4,4.7,0.4,0.9,1.2,-1.6,-0.4,4.1,-3.8
COc1ccc(N2CCN(C(=O)Cn3cnc4c3c(=O)n(C)c(=O)n4C)CC2)cc1,-0.9,0.3,-0.4,-3.0,0.2,1.4,-0.1,-1.4,-0.6,2.8,1.3
CC1C/C(=C/c2cccn2C)C(=O)/C(=C/c2cccn2C)C1 (stereo unspecified),-1.0,-2.4,-10.7,-5.7,-0.2,4.6,2.8,-0.9,-1.0,1.8,2.4
O=C(NC1CCCCC1)c1cc(S(=O)(=O)N2CCCC2)ccc1Cl,-0.5,-0.8,11.3,-2.3,0.3,-2.5,-1.0,-0.4,0.6,1.7,-1.1
COc1ccc(/C(C)=N/Nc2cccc(C(=O)O)c2)cc1OC,1.9,-0.3,0.4,0.5,-0.2,2.4,4.5,-1.0,2.4,4.9,7.1
COC(=O)C[C@@H]1CC[C@@H](NS(=O)(=O)c2cccc(OC)c2)[C@@H](CO)O1,0.4,·,2.7,3.4,0.2,-1.3,·,-0.9,1.1,-0.4,1.6
Cc1onc(-c2ccccc2)c1C(=O)Nc1nnc(N2CCCCCC2)s1,-1.8,-0.2,10.7,-1.0,0.0,-1.6,1.5,-1.9,0.0,-15.1,3.4
Nc1ccc(Sc2ccccc2)nc1,0.0,1.4,9.6,-4.1,0.3,-2.5,2.5,-1.2,0.3,6.1,1.1
COC(=O)[C@]12C[C@H](CC(=O)NCC34CC5CC(CC(C5)C3)C4)C(=O)N(CCc3ccc(OC)c(OC)c3)C1=C[C@H](C(C)C)O[C@@H]2C1CC1,-1.2,·,-10.7,-3.0,-0.4,-2.0,·,-0.6,0.3,0.6,-0.1
CCOc1ccc(NC(=O)CSc2nnc(Cc3ccccc3)c(=O)n2N)cc1,-0.5,1.8,-12.6,1.3,-0.1,4.1,0.2,-1.2,-1.9,1.6,3.2
CC(C)C[C@H]1COc2cc(Br)ccc2S(=O)(=O)N1Cc1cn(Cc2ccc(Br)cc2)nn1,-0.5,·,5.5,1.7,0.5,3.5,·,-1.7,-0.2,-2.3,0.2
CCN(CC)S(=O)(=O)c1ccc(NC2CCN(Cc3ccccc3)CC2)nc1,-1.1,-1.9,-19.1,-0.6,0.7,2.3,0.7,-1.0,0.3,-3.9,-0.2
CCn1cc(/C=C2/SC(=S)NC2=O)c(C)n1,3.4,0.8,10.3,5.5,0.1,-1.7,1.9,-0.5,-0.4,-1.3,3.5
CN1CCN(c2ccc(NC(=O)c3ccc4c(c3)OCCO4)cc2Cl)CC1,6.5*,3.7,1.8,0.0,0.5,2.9,2.1,-0.3,4.9*,-2.2,28.8*
Cc1ccc([N+](=O)[O-])cc1NC(=O)C1CCCC1,-1.0,0.2,6.5,2.3,0.3,-3.7,0.5,5.5*,0.6,6.7,0.7

# Limited to GC-A act and hcDAF12 agonist, for some of the entries so far:
molecule | GC-A act | hcDAF12 agonist
CC(C)C[C@H]1COc2cc(Br)ccc2S(=O)(=O)N1Cc1cn(Cc2ccc(Br)cc2)nn1 | 1.7 | -0.5
CCN(CC)S(=O)(=O)c1ccc(NC2CCN(Cc3ccccc3)CC2)nc1 | -0.6 | -1.1

# (listing goes on)
SMILES,hcDAF12 agonist,DAX1 inh-1,HGIII-sPLA2 inh,GC-A act,proKLK7 act,SMARCA2 activ,FXN GAA850 act,ssDAF-12 act,DAX1 inh-2,NPR2 activator,hgDAF12 agonist
CC(C)C(=O)Nc1cccc(C(=O)Nc2ccc(S(=O)(=O)N3CCOCC3)cc2)c1,-2.9,0.6,-5.1,0.1,-0.8,-3.5,2.9,-1.9,-0.2,2.1,-1.3
Cc1cc2nc(/C=C/c3cccnc3)[nH]c2cc1C,6.4*,0.0,-0.2,-1.7,43.9*,8.7*,0.1,1.7*,4.0*,-11.2,6.8
CC(=O)N1CCc2cc(S(=O)(=O)NCCC(=O)NCCc3ccc(C)cc3)ccc21,-2.2,-2.9,7.5,-1.1,0.0,-7.8,-1.1,-1.6,-1.3,4.9,-4.2
Cc1ccc(NC(=O)N2C3CCCC2CC(NC(=O)C2CC2)C3)cc1 (stereo unspecified),-0.7,0.6,-1.1,-1.6,0.8,-3.4,0.7,-0.7,0.2,-1.5,0.4
Cc1ccc(CN2C(=O)C(=O)N(CC(N)=O)C2=O)cc1,2.1,0.5,16.6,0.8,0.7,-1.8,0.6,0.4,0.3,2.7,-0.4
COc1ccccc1CNC(=O)Cn1cc([N+](=O)[O-])ccc1=O,-1.4,-0.2,-2.8,-0.6,0.1,0.8,-0.1,-1.0,0.5,4.4,0.9
COc1ccc(CNc2ccc(S(N)(=O)=O)cc2)cc1,-1.4,-0.9,-1.7,0.3,0.4,1.5,3.2,-0.6,0.2,-8.3,0.9
CCc1nnc(NC(=O)C2CCN(S(=O)(=O)c3ccc(C)cc3)CC2)s1,-0.3,3.0,0.8,-3.2,-0.6,4.1,0.5,-1.4,-0.2,-4.9,1.4
COc1cccc(/C=C/C(=O)OCC(=O)c2ccc(S(=O)(=O)N3CCCCC3)cc2)c1OC,-0.8,0.6,-31.7,-0.5,0.6,-0.6,-2.7,-0.4,-0.5,8.2,-3.9

# Source: PubChem BioAssay (several laboratories)
